From PubChem BioAssay
RGS8-Gao reg: regulators of human RGS8-Galphao interaction | P09471 | multiplexed bead flow cytometry, RGS8-Galphao binding; actives lie on both sides | response (percent of control binding), % at 10 µM | 220,000 compounds, 0.34% hits; in the data active = response below about 60% or above about 140%; inactive = in between;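 also: Galphao activated as the GDP aluminium fluoride complex binding bead-coupled RGS8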
Target sequence (P09471 whole entry, looked up): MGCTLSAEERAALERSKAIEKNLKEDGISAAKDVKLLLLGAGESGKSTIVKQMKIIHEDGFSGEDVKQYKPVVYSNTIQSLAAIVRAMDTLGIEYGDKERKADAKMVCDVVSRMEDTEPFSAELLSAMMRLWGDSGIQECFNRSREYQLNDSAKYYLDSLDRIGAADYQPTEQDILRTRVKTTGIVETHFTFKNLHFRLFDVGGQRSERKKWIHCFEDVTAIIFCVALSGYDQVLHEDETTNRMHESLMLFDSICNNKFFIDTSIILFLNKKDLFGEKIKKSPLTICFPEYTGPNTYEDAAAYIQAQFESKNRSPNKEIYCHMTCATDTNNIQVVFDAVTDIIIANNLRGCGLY
RGS4-Gao reg: human RGS4-Galphao interaction regulation | P09471 | Multiplexed bead flow cytometry, RGS4-Galphao binding; actives lie on both sides | binding response (% of control), % at 10 µM | 220,000 compounds, 0.33% hits | AID 1415; in the data active = binding response below about 49% or above about 150%; inactive = in between;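 also: fluorescent Galphao activated with aluminum fluoride binding bead-coupled RGS4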
ABCG2 inh: blocks JC-1 efflux by human ABCG2 transporter; IgMXP3 cells, flow cytometry; inhibition, % at 6.6 µM; 190,000 compounds, 0.1% hits; Q9UNQ0;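 active = inhibition above 80%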;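 also: 0% = DMSO and 100% = nicardipine control wells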
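Test system: IgMXP3 (ABCG2) plus far-red-tagged CCRF-Adr (ABCB1) cells / Amount: 3 million cells/mL in well / Reagent: JC-1 transporter substrate / Timing: 10 min compound exposure, 25 °C / Signal: flow cytometry, 530 nm JC-1 signal / Read-out: percent efflux inhibition, scaled nicardipine 100% to DMSO 0% / Benchmarks: nicardipine as high control, DMSO as low control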
GSH fluor: compound fluoresces at 488/530 nm on GSH beads. GSH beads flow cytometry, compound fluorescence 488/530 nm; hits give high values. fluorescence (KMESF) at 10 µM. 190,000 compounds, 0.25% hits; in the data active = fluorescence above about 89;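 also: glutathione beads carrying GST-tagged Bcl family fusion proteins plus one bare bead set; values are compound well signal with DMSO vehicle wells as background; inactives centre near 16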
Mcl1 Bid PPI: Mcl-1/Bid interaction inhibition | Q07820 | TR-FRET Mcl-1/Bid-Dy647 peptide binding, 1536-well | inhibition, % at 21.7 µM | 220,000 compounds, 0.97% hits | AID 1021;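 active = compounds that cut the binding signal by more than half at the single screening dose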;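 also: His-tagged Mcl-1 with europium anti-His antibody binding Bid BH3 peptide; 0% = Mcl-1 plus peptide wells and 100% = peptide-only wells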
Target sequence (Q07820 whole entry, looked up): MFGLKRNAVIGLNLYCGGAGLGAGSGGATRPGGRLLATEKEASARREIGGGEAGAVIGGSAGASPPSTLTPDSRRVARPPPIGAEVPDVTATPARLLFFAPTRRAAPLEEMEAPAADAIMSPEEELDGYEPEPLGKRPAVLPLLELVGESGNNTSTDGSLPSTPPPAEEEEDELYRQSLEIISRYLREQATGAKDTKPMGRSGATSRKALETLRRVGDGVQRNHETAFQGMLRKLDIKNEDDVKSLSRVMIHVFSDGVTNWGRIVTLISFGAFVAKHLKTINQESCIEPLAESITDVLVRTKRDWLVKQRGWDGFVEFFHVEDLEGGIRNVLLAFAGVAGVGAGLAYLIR
Mcl1-Noxa inh: disrupts binding of human Mcl-1 to Noxa peptide; TR-FRET Mcl-1/Noxa peptide binding, 2 h; AID 1022; 220,000 compounds, 1.5% hits; Q07820; inhibition, % at 21.7 µM;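 active = compounds that cut the protein-peptide binding signal by more than 50% relative to plate controls in a single-dose test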;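 also: His-tagged Mcl-1 with rhodamine Noxa BH3 peptide and terbium anti-His antibody; 0% = Mcl-1 plus Noxa peptide wells and 100% = peptide-only wells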
ABCB1 inh: inhibitors of human ABCB1 transporter, ABCG2 counter-screen. P08183. CCRF-Adr cells, JC-1 efflux, flow cytometry. inhibition, % at 6.6 µM. 190,000 compounds, 0.067% hits. AID 1326; in the data active = inhibition above about 40%;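 also: 0% = vehicle and 100% = reference inhibitor; higher value means more JC-1 retained so stronger ABCB1 efflux block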
Avidin fluor: compound fluoresces at 488/530 nm on avidin beads; AID 1775; compound fluorescence 488/530 nm, flow cytometry; hits give high values; 220,000 compounds, 0.38% hits; fluorescence (KMESF) at 10 µM; in the data active = fluorescence above about 47; also: inactives centre near 10
Pf gamet viab: P. falciparum stage V gametocyte viability inhibition; P. falciparum stage V gametocytes, ATP luminescence, 24 h; inhibition, % at 10.9 µM; AID 743093; 150,000 compounds, 0.065% hits;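 active = inhibition above the mean plus 3 SD of compounds within the control limits, set per campaign, cut at about 38% in these data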;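 also: 0% = DMSO wells and 100% = medium only without gametocytes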
RGS7-Gao: human RGS7-Galphao interaction regulation; P09471; Multiplexed bead flow cytometry, RGS7-Galphao binding; actives lie on both sides; binding response (% of control), % at 10 µM; 220,000 compounds, 0.35% hits; AID 1439; in the data active = binding response below about 49% or above about 150%; inconclusive = no clear call, values can overlap the other calls; inactive = in between;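 also: fluorescent Galphao held in activated GDP-AlF4 state binding bead-coupled RGS7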
Bim-Mcl-1: disrupts Bim peptide binding to human Mcl-1. Bead-based flow cytometry, Bim peptide-Mcl-1 binding. inhibition, % at 10 µM. 190,000 compounds, 0.1% hits. AID 1009; in the data active = inhibition above about 40%;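 also: 0% = no compound tracer wells and 100% = peptide blocker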
Active calls of the source: *; u = inconclusive; x = no result given; [ ] = remark or other dose.

SMILES	RGS8-Gao reg	RGS4-Gao reg	ABCG2 inh	GSH fluor	Mcl1 Bid PPI	Mcl1-Noxa inh	ABCB1 inh	Avidin fluor	Pf gamet viab	RGS7-Gao	Bim-Mcl-1
O=C(COc1ccccc1)Nc1nc(-c2cccs2)cs1	101	106	13	42	-44	0	-0.1	11	x	102	0
Cc1onc(-c2ccccc2Cl)c1C(=O)N1CCN(C/C=C/c2ccccc2)CC1	98	100	4	7	-53	10	2.1	13	x	100	-5
CCCN1CN(CCc2ccccc2)CNC1=S	115	109	-2	9	-68	10	-0.9	5	29	108	0
CCNC(=S)NNC(=O)CSc1nc2ccccc2[nH]1	102	101	1	18	-25	19	0.3	10	-2	u	-4
CCN(Cc1ccccc1)c1ccc(/C=N/NC(=O)c2cccc(S(=O)(=O)N3CCOCC3)c2)cc1	95	102	-7	19	-1	16	-1.0	8	-13	96	1
CC(=O)N(CN1C(=O)c2ccccc2C1=O)c1ccc2c(c1)oc1ccccc12	103	102	17	11	17	16	1.6	12	x	106	-3
Cc1nn(CCOc2ccc(Br)cc2)c(C)c1[N+](=O)[O-]	94	94	15	12	-14	6	1.1	11	x	u	0
O=C(NCc1cccnc1)c1cccn2c(=O)c3sccc3nc12	108	113	6	6	-2	21	0.6	11	x	108	10
Cc1ccc([N+](=O)[O-])cc1NC(=O)c1ccc(-c2ccccc2)cc1	104	101	1	26	4	13	-0.1	6	x	99	0
COc1ccc(NC(=O)c2cncc(Br)c2)cc1S(=O)(=O)N1CCCCC1	100	97	5	13	-11	17	0.5	15	x	99	-5
CCOC(=O)C1(CCCc2ccccc2)CCN(C(=O)CN2C(=O)CSC2=O)CC1	102	101	2	16	-12	9	4.8	8	-25	100	-2
CCN(CC)S(=O)(=O)c1ccc(F)c(C(=O)NCCC(C)C)c1	108	107	14	25	-6	-5	0.6	30	x	103	-6
O=C(O)CCCCCCCCCCP(=O)(c1ccccc1)c1ccccc1	101	100	x	x	-16	-7	x	6	-7	u	x
COC(=O)NCC(c1ccco1)N1CCN(c2ccc(F)cc2)CC1 (stereo unspecified)	101	102	3	13	-6	15	1.9	9	3	102	-5
Cc1c(C(=O)Nc2cccc(-c3nnc4n3CCCCC4)c2)oc2ccccc12	101	103	2	17	-2	20	1.2	13	4	100	-1
COc1ccc2c(c1)C(=C(C#N)C#N)C(=O)N2CCc1ccccc1	112	116	x	x	-7	-4	x	8	-4	u	x
CCc1nnc(NC(=O)CSc2ccc(-c3ccco3)nn2)s1	96	90	4	9	-36	59*	0.0	10	-3	86	-2
CCC(C)(C)NC(=O)c1cc(S(=O)(=O)N2CCCCC2)ccc1N1CCOCC1	102	99	2	13	-16	8	1.0	9	4	98	-1
COC(=O)c1cc(C#N)c(Oc2ccccc2OC)nc1C	100	106	6	21	7	5	0.6	10	11	101	-4
O=C(CCc1ccccc1)NNC(=O)c1ccc(Br)cc1	103	109	2	9	-2	7	0.8	11	13	111	2
CC(=O)N(C)/C=C1\Sc2ccccc2C1=O	99	93	3	25	-18	-4	0.5	14	-19	96	-3
CC(=O)Nc1ccc(/C(C)=N\NC(=O)c2ccc(-c3ccccc3)cc2)cc1	99	95	-1	8	-6	19	-0.1	7	x	94	-1
COc1cc(OC)cc(C(=O)NC(=S)Nc2cccnc2)c1	102	103	3	24	-22	-8	0.4	14	-4	102	-4
CCOC(=O)CNC(=O)CSc1nnc(-c2ccccc2)n1Cc1ccco1	107	101	-2	9	-26	3	-0.4	28	-17	102	0
O=C(Nc1ccc(N2CCOCC2)c(Cl)c1)c1ccc2c(c1)OCCO2	101	104	29	15	4	3	-1.7	x	-14	99	0
CC1(C)OC(C)(C)/C(=C/Nc2ccccc2)C1=O	109	107	16	10	-7	1	0.9	5	-2	107	-4
O=C(Cc1ccc(Br)cc1)Nc1ncc([N+](=O)[O-])s1	94	94	x	x	-20	70*	x	7	-17	u	x
O=C(Nc1nc(-c2ccc(Cl)s2)cs1)c1ccncc1	105	100	38	27	-11	18	-0.8	14	x	100	0
Fc1ccc(-c2cc(C(F)(F)F)nc(NCC3CCCO3)n2)cc1 (stereo unspecified)	102	102	6	11	-5	8	0.5	10	3	99	0
O=C(CCNc1ccc(F)cc1)c1cccc([N+](=O)[O-])c1	106	110	5	26	-4	14	0.1	14	x	105	-2
C=CCNC(=S)NNC(=O)c1ccc(OCCCC)cc1	102	99	1	67	-24	12	0.1	7	x	97	-46
Cc1ccc(S(=O)(=O)N/N=C2\C(=O)C3(C)CCC2C3(C)C)cc1 (stereo unspecified)	100	99	0	11	-28	28	0.5	22	-8	98	0
CC(C)CC(NC(N)=O)C(=O)OCC(=O)N(Cc1ccccc1)Cc1ccccc1 (stereo unspecified)	108	104	1	12	-36	8	0.8	7	x	102	-1
CCOc1cccc(N(C(=O)Cc2cccs2)C(C(=O)NC2CCCCC2)c2cccn2C)c1 (stereo unspecified)	105	102	-1	11	-17	-6	1.7	23	x	100	-1
COC(=O)CC1C(=O)NCCN1C(=O)OC(C)(C)C (stereo unspecified)	100	99	4	14	-24	-13	0.7	8	-8	u	0
CC(NCC(=O)Nc1cc(S(=O)(=O)N2CCCCCC2)ccc1Cl)c1ccccc1 (stereo unspecified)	102	104	14	16	33	17	3.2	11	6	u	-3
Cn1c(=O)c2c(nc(CN3CCN(c4ccccc4F)CC3)n2CCN2CCOCC2)n(C)c1=O	95	90	1	22	-11	19	0.5	33	-1	90	-4
O=C(Nc1ccccc1)Nc1ccc(Br)cc1F	98	99	5	20	-10	-20	0.1	13	-6	99	-3
Cn1c(C(=O)NCCc2ccccc2)cc(=O)n(C)c1=O	98	102	9	20	-26	17	0.3	16	22	109	0
CC(=O)Nc1ccc(OS(=O)(=O)c2ccccc2C)cc1	105	103	0	26	-15	12	0.0	13	-5	101	0
Cc1ccccc1NC(=S)NCCc1ccccn1	101	95	1	17	-24	-7	0.2	9	-15	103	-3
Cc1cc(C)n(C(=O)COc2c(C)cccc2C)n1	120	115	0	50	3	22	0.1	3	x	112	-5
O=C(Nc1nc(-c2ccccn2)cs1)c1cc(Cl)ccc1[N+](=O)[O-]	95	97	-2	10	-25	34	0.5	8	x	u	-7
CC(C)(C)c1cc(C(=O)NNC(=O)c2ccc(Cl)cc2)no1	102	101	x	x	-5	11	x	5	8	u	x
O=C(c1ccco1)N1CCN(c2cc(=O)n(C3CCCCC3)c(=O)[nH]2)CC1	103	110	0	10	-27	11	-0.2	25	x	101	1
CCOC(=O)C1CCN(CC(=O)NC(=O)NC2CCCCC2)CC1	101	98	2	62	2	20	0.5	x	3	100	0
CC(NCc1nc2ccccc2n1C)C12CC3CC(CC(C3)C1)C2 (stereo unspecified)	104	102	-1	26	-2	10	0.6	6	10	100	-2
COC(=O)c1ccc(-c2noc(CN3C[C@H]4CC[C@H]3C4)n2)cc1	101	102	8	17	-52	1	0.1	7	7	103	-2

Single records, from the list above. Order of screens: RGS8-Gao reg | RGS4-Gao reg | ABCG2 inh | GSH fluor | Mcl1 Bid PPI | Mcl1-Noxa inh | ABCB1 inh | Avidin fluor | Pf gamet viab | RGS7-Gao | Bim-Mcl-1
Record of `Cc1ccccc1NC(=S)NCCc1ccccn1` → 101 | 95 | 1 | 17 | -24 | -7 | 0.2 | 9 | -15 | 103 | -3
Record of `CCOC(=O)CNC(=O)CSc1nnc(-c2ccccc2)n1Cc1ccco1` → 107 | 101 | -2 | 9 | -26 | 3 | -0.4 | 28 | -17 | 102 | 0

More compounds.
SMILES	RGS8-Gao reg	RGS4-Gao reg	ABCG2 inh	GSH fluor	Mcl1 Bid PPI	Mcl1-Noxa inh	ABCB1 inh	Avidin fluor	Pf gamet viab	RGS7-Gao	Bim-Mcl-1
CCn1c(CSc2nncn2-c2ccc(OC)cc2)nc2cc(S(=O)(=O)N(C)C)ccc21	87	88	-3	26	-25	-1	-2.1	8	1	88	-2
Cc1ccc(-c2n[nH]c(S(C)(=O)=O)c2C#N)cc1	98	100	x	x	5	10	x	6	4	u	x
Oc1ccccc1/C=N/NC(=S)NC1CC2CCC1C2 (stereo unspecified)	102	106	x	x	-45	-13	x	8	20	u	x
CCOC(=O)C1CCN(C(=O)c2ccccc2NS(=O)(=O)c2ccc(F)c(F)c2)CC1	97	103	0	10	10	0	1.1	5	5	102	0
O=C(Nc1cc(Sc2ccccn2)cc([N+](=O)[O-])c1)c1ccc([N+](=O)[O-])cc1	101	103	0	14	-4	31	0.1	36	2	99	1
CCc1nc(SCc2ccc(C(=O)OC)o2)c2c(=O)n(C)c(=O)n(C)c2n1	101	100	1	17	3	8	0.9	5	x	97	-2
COc1ccc(OC)c(CN2CCCC(CCC(=O)N(C)CCc3ccccn3)C2)c1 (stereo unspecified)	100	99	1	10	-8	7	0.7	3	9	99	-4
COc1ccc(C(=O)NNC(=O)CSc2nnc(-c3cccnc3)n2C)cc1	101	102	0	9	-10	-8	-0.1	9	-18	u	0
CC1(CCc2ccccc2)NC(=O)N(CC(=O)O)C1=O (stereo unspecified)	103	105	x	x	-27	6	x	11	-9	u	x
Cc1c(C(=O)O)cccc1-c1ccc(/C=C2/NC(=O)N(c3ccccc3)C2=O)o1	103	98	0	8	-13	13	0.8	9	x	98	1
O=C(CN(Cc1ccccc1Cl)C(=O)Cn1nnc(-c2cccs2)n1)NCC1CCCO1 (stereo unspecified)	92	88	1	22	-10	20	0.2	38	x	89	-3
O=C1N/C(=C\c2ccccc2)C(O)=C1C=NCc1ccccc1	97	97	0	17	-9	5	0.0	10	x	99	8
CC(C)C(=O)Nc1cc(C(F)(F)F)ccc1N1CCOCC1	99	97	-6	36	1	2	0.8	13	-1	95	-6
COC(=O)c1ccc(S(=O)(=O)N2CCCN(Cc3ccc(F)cc3)CC2)n1C	90	81	x	x	-11	-11	x	7	-14	u	x
NS(=O)(=O)c1ccc(CCNC(=O)[C@@H]2CCCN2S(=O)(=O)c2ccccc2F)cc1	95	91	0	14	-15	-10	0.2	37	5	93	-1
CCOC(=O)c1cnc(-c2cccc(OC)c2)[nH]c1=O	107	106	6	18	17	9	0.5	14	-1	107	-2
CN(C)CCCN1C(=O)C2CCc3[nH]c4ccccc4c3C2C1=O (stereo unspecified)	100	104	2	21	-77	2	0.6	9	x	98	6
CC1c2ccsc2CCN1S(=O)(=O)c1ccccc1 (stereo unspecified)	101	99	x	x	-7	3	x	7	-25	u	x
CCOc1c(O)ccc(C2NC(=O)N(C)C(C)=C2C(=O)OC)c1[N+](=O)[O-] (stereo unspecified)	80	130	4	20	-9	32	-0.2	168*	23	436*[activator]	-1
CCc1ccccc1NC(=O)COc1ccc2c(=O)c(Oc3cc(C)ccc3C)coc2c1	100	102	7	7	7	0	1.9	5	x	103	-3
Cc1c(NC(=O)c2cc3c(s2)CCCC3)c(=O)n(-c2ccccc2)n1C	101	99	0	14	-40	1	0.2	12	x	u	0
